PV pol inh – inhibitors of poliovirus RNA polymerase binding and polymerization; P03300; poliovirus polymerase elongation, fluorescence polarization; stronger effect = lower value; % elongation, % (compound at 16.7 µg/mL); hit rate 0.66% among 150,000; in the data active = % elongation below about 90%; also: some results filed as inactive read as strong as hits
Target sequence (P03300 1749-2209 limits assumed): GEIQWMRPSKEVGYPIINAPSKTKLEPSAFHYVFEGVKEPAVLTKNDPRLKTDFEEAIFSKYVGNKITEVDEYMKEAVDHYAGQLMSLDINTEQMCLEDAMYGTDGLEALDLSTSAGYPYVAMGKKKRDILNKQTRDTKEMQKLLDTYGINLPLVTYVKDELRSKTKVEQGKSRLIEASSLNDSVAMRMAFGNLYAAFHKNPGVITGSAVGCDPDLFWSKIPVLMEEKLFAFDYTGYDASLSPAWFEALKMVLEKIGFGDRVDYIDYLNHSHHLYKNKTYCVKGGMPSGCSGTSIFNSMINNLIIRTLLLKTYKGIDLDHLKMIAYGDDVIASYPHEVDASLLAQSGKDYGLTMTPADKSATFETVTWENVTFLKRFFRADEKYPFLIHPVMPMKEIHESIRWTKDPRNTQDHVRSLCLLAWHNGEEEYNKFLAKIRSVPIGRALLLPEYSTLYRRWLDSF
PV pol inh FP z-score – recorded beside PV pol inh, whose call it bears; z-score; measured here: FP z-score; hits read low
* marks the source's active call; other numbers are inactive results; & = joins results of further samples. A portion of the library; rates above refer to the full screens.

SMILES	PV pol inh	PV pol inh FP z-score
CCOc1ccc(CNC(=O)CN2C(=O)C3CCCCN3c3ccc(C(=O)N4CCCC4)cc32)cc1 (configuration not stated)	114	1.8
CC(=O)Nc1nc2nccc(C)n2n1	100	-0.9
CCN(CC)C(=O)Cn1c(S(=O)(=O)Cc2ccccc2)nc2ccccc21	101	0
CN(C)CCC=C1c2ccccc2C=Cc2ccccc21	101&100	0.2&0.1
O=C1NC(C2CCCCC2)Nc2ccccc21 (configuration not stated)	99	-0.3
CCc1ccc2nc(NC3=NCN(Cc4ccccc4)CN3)nc(C)c2c1	101	0.3
CCOCC(=O)Nc1ccc(C#N)cc1	102	0.7
CCN(CC)C(=O)NCCN1C(=O)C2C3C=CC(C3)C2C1=O (configuration not stated)	102	0.1
O=C(Nc1ccccc1C(=O)O)c1cc2ccccc2c(=O)o1	99	-0.6
O=C1c2ccccc2C(=O)N1Cc1ccco1	103	1
CCc1ccccc1NC(=O)C(NS(=O)(=O)c1ccc2c(c1)CCC(=O)N2)c1ccccc1 (configuration not stated)	113	1.6
CCC1SC(CC)C(=O)N(CC(=O)NCc2ccc(F)cc2)C1=O (configuration not stated)	103	0.2
O=C(NC1CCCCC1)c1ccc(CSc2nc3ccncc3n2Cc2ccc(F)cc2)cc1	108	-0.5
CCCCOc1ccc(C(=O)NCc2nnnn2-c2ccc(C)c(C)c2)cc1	105	-0.6
CCCNC(=O)CN1C(=O)COc2ccc(S(=O)(=O)N3CCCCCC3)cc21	104	-0.2
C/C(=N\NC1=NCCN1)c1ccccc1	102	0.2
CCOc1nccc(C(F)(F)F)c1C(=O)N(CC)c1c(C)cccc1C	100	-0.2
O=c1[nH]c(CNCC2CCCO2)nc2ccccc12 (configuration not stated)	113	1.2
CC1CC(C)(C)CC2(C1)NC(=O)NC2=O (configuration not stated)	107	0.5
CCN(CC)S(=O)(=O)c1ccc2c(c1)N(CC(=O)Nc1cccc(C)c1C)C(=O)C1CCCN21 (configuration not stated)	112	1.2
CCN1CCOC(=O)C1CC(=O)Nc1cccc(C)c1 (configuration not stated)	103	0.5
CCSc1nnc2nc3c4ccccc4c4ccccc4c3nn12	103	-0.2
CCC(=O)N1CCc2cc(CNC(=O)c3ccc(C#N)cc3)ccc21	104	-0.6
CN1CCN(CCN2C(=O)c3ccccc3Sc3cc(Cl)ccc3S2(=O)=O)CC1	102	-0.4
CCN(c1ccc(OC)cc1)c1ncnc2nc[nH]c12	100	-0.7
Cc1nc2c(c(C)nn2C(C)(C)C)c(C)c1CCC(=O)NCCCc1ccccc1	101	-1.1
O=C(O)C1(c2ccc(Cl)cc2)CCC1	102	0
CCC(=O)OCCn1c(=O)c2ccccc2c2ccccc2c1=O	103	0.6
COc1cccc(CNC(=O)C2CCN(C(=O)N3CCOc4ccc(Cl)cc43)CC2)c1OC	108	0.3
CCCS(=O)(=O)N1CC(=O)N(c2ccccc2C)C(C)(C(=O)NC2CCCC2)C1 (configuration not stated)	103	-0.5
O=C(NNc1ccc(S(=O)(=O)N2CCCCC2)cn1)Nc1ccc(Cl)c(Cl)c1	102	0.5
CCOC(=O)N/N=C1\CCCCC1C (configuration not stated)	102	0.2
COCCNc1nc(NCc2cccc(Cl)c2)c2cnn(C)c2n1	102	-0.6
CN(C)CCCN1c2ccccc2Sc2ccc(Cl)cc21	102&100	0.5&0.1
CC1(C)CC(n2c(SCC#N)nc3c(c2=O)C2(CCCC2)Cc2ccccc2-3)CCO1 (configuration not stated)	101	-0.5
CN(C)S(=O)(=O)c1ccc(N2CCOCC2)nc1	100	0.1
CCN(Cc1ccccc1)S(=O)(=O)c1ccc2c(c1)CC(C)N2C(=O)C1CCC1 (configuration not stated)	110	0.7
Cc1nn(-c2ccccc2)c2nc(C3CC3)cc(C(=O)Nc3ccc(F)cc3)c12	114	1.3
Cc1ccc(Cn2c(CO)cnc2SCC(=O)NCc2ccccc2Cl)cc1	108	0.5
O=C(O)CC1N=C(Nc2nc3ccccc3s2)NC1=O (configuration not stated)	106	0.8
Cc1cc(C)cc(Nc2cc(C(=O)NC3CCC(C)CC3)c3ccccc3n2)c1 (configuration not stated)	105	-0.7
CCCC(C)NS(=O)(=O)Cc1ccccc1 (configuration not stated)	101	0
O=C(CCn1c(=O)oc2cc(Br)ccc21)NCc1ccco1	100	0
CNC(=O)NC(=O)C(Sc1nnc(-c2cc(OC)cc(OC)c2)o1)c1ccccc1 (configuration not stated)	102	0
Cc1cc(C)cc(Oc2nc3c(C)cccn3c(=O)c2/C=C(\C#N)c2nc3ccccc3[nH]2)c1	105	0.3
CCn1c(=N)c(C(=O)NC2CCCCC2)cc2c(=O)n3cc(C)ccc3nc21	109	-0.3
CN(C(=O)COC(=O)c1cc2ccccc2cc1O)C1CCCCC1	101	0
CCC(=O)N1CCc2cc(CNS(=O)(=O)c3ccccc3F)ccc21	112	1.1
COC(=O)/C(=C/c1ccccc1)c1ccccc1	109	0.8
Cc1noc(-c2ccc(NC(C)c3ccccc3)c([N+](=O)[O-])c2)n1 (configuration not stated)	107	-0.1
NCCCC(N)CC(=O)NCC1NC(=O)C(CO)NC(=O)C(N)CNC(=O)C(C2CCN=C(N)N2)NC(=O)/C(=C\NC(N)=O)NC1=O (configuration not stated)	101	0.2
c1nc(NC2CCCCC2)c2[nH]cnc2n1	100	-0.8
Cn1c2ccccc2c2cnn(CC(=O)NCCc3ccccc3)c(=O)c21	102	0.1
O=C(/C=C/c1ccccc1)OCC(=O)N1CCc2ccccc2C1	102	0
COc1cc(CN2CCN(C3CCCCCC3)CC2)cc(OC)c1OC	102	0.1
OC(CN1CCCCCC1)c1ccccc1 (configuration not stated)	103	0.6
COC(=O)c1cc(S(=O)(=O)NCCN(Cc2ccco2)C2CCCC2)cn1C	100	-0.2
O=C(Cc1ccc2c(c1)OCCO2)Nc1ccnn1C1CCCCC1	102	-0.2
CCOC(=O)c1cc(C)n(CC(=O)Nc2ccc(C)cc2)c1C	102	-0.1
CSc1sc(C#N)c(C)c1C(=O)/C=C/N(C)C	101	-1

(cont.)
SMILES	PV pol inh	PV pol inh FP z-score
O=C(COc1ccccc1F)Nc1ccccc1C(=O)OCc1cc(=O)n2nc(C3CC3)sc2n1	111	1
CCn1cc(C(=O)N2CCN(c3ccc(C)cc3)C(C)C2)c2cc(OC)c(OC)cc2c1=O (configuration not stated)	101	0.3
COC(=O)CSc1nc(C(C)(C)C)cc(C(F)(F)F)n1	104	0.9
Cc1cc(C(=O)NCCCN2CCN(c3cc(Cl)ccc3C)CC2)n(-c2ccccc2)n1	101	0.5
CC(C)Cc1ccc(CC(=O)O)cc1	80*	-3*
COC(CNC(=S)Nc1cccc(C)c1)OC	102	0.5
Cc1c(-c2ccccc2)[n+](=O)c2c(n1[O-])CCC2	103	0.3
CCc1ccc(NC(=O)Nc2cc3sccc3n2C)cc1	101	-0.3
O=S(=O)(NCCC12CC3CC(CC(C3)C1)C2)c1cc(Cl)ccc1Cl	103	-0.1
O=C(CCc1cc(Cl)no1)N1CCC(c2c[nH]c3ccccc23)(c2c[nH]c3ccccc23)CC1	100	-0.6
O=C(CSc1n[nH]c(-c2ccc(F)cc2)n1)NCCc1ccccc1	105	-0.7
CN(Cc1nc(-c2ccccc2)no1)C(=O)COc1ccccc1	103	0.2

Ordered by molecular weight (highest first): 22 of the compounds above.
SMILES	PV pol inh	PV pol inh FP z-score
NCCCC(N)CC(=O)NCC1NC(=O)C(CO)NC(=O)C(N)CNC(=O)C(C2CCN=C(N)N2)NC(=O)/C(=C\NC(N)=O)NC1=O (configuration not stated)	101	0.2
O=C(COc1ccccc1F)Nc1ccccc1C(=O)OCc1cc(=O)n2nc(C3CC3)sc2n1	111	1
O=C(CCc1cc(Cl)no1)N1CCC(c2c[nH]c3ccccc23)(c2c[nH]c3ccccc23)CC1	100	-0.6
Cc1cc(C(=O)NCCCN2CCN(c3cc(Cl)ccc3C)CC2)n(-c2ccccc2)n1	101	0.5
CCn1cc(C(=O)N2CCN(c3ccc(C)cc3)C(C)C2)c2cc(OC)c(OC)cc2c1=O (configuration not stated)	101	0.3
COC(=O)c1cc(S(=O)(=O)NCCN(Cc2ccco2)C2CCCC2)cn1C	100	-0.2
COc1cc(CN2CCN(C3CCCCCC3)CC2)cc(OC)c1OC	102	0.1
CCC(=O)N1CCc2cc(CNS(=O)(=O)c3ccccc3F)ccc21	112	1.1
Cn1c2ccccc2c2cnn(CC(=O)NCCc3ccccc3)c(=O)c21	102	0.1
O=C(CSc1n[nH]c(-c2ccc(F)cc2)n1)NCCc1ccccc1	105	-0.7
O=C(Cc1ccc2c(c1)OCCO2)Nc1ccnn1C1CCCCC1	102	-0.2
Cc1noc(-c2ccc(NC(C)c3ccccc3)c([N+](=O)[O-])c2)n1 (configuration not stated)	107	-0.1
CN(Cc1nc(-c2ccccc2)no1)C(=O)COc1ccccc1	103	0.2
O=C(/C=C/c1ccccc1)OCC(=O)N1CCc2ccccc2C1	102	0
CCOC(=O)c1cc(C)n(CC(=O)Nc2ccc(C)cc2)c1C	102	-0.1
COC(=O)CSc1nc(C(C)(C)C)cc(C(F)(F)F)n1	104	0.9
CCc1ccc(NC(=O)Nc2cc3sccc3n2C)cc1	101	-0.3
COC(CNC(=S)Nc1cccc(C)c1)OC	102	0.5
COC(=O)/C(=C/c1ccccc1)c1ccccc1	109	0.8
OC(CN1CCCCCC1)c1ccccc1 (configuration not stated)	103	0.6
c1nc(NC2CCCCC2)c2[nH]cnc2n1	100	-0.8
CC(C)Cc1ccc(CC(=O)O)cc1	80*	-3*

Later entries.
SMILES	PV pol inh	PV pol inh FP z-score
CCc1ccccc1NC(=O)C(C)n1nc(-c2ccc(C)c(C)c2)ccc1=O (configuration not stated)	104	-0.7
COCc1cc(C)nc2sc3c(=O)[nH]c(-c4ccccc4O)nc3c12	100	-0.2
Cc1ccc(C)c(NC(=O)CCN2CCc3ccccc3C2)c1	99	-0.4
Cc1ccc(-n2cc(-c3ccc4c(c3)OCO4)[nH]c2=S)cc1	100	-0.4
O=C(COc1ccccc1)Nc1cc(S(=O)(=O)C(F)(F)F)ccc1Cl	105	0.6
CN(C)c1cccc(C(=O)OC2CCCCC2=O)c1 (configuration not stated)	101	0
COc1ccc(C(CNC(=O)COc2ccc(C)cc2)N2CCCCC2)cc1 (configuration not stated)	107	0
Cn1c(SCc2cc(=O)c3cc(Cl)ccc3[nH]2)nnc1-c1ccccc1	102	-0.9
COc1ccc(NC(=O)Cn2ncc3c2-c2ccccc2OC3)cc1Cl	107	1
Cc1cc(C)n2nc(C(=O)OCC(=O)N(C3CCCCC3)C3CCCCC3)nc2n1	106	0.4
CCOc1ccc(S(=O)(=O)N(CC(=O)NCCSc2ccccc2)c2ccccc2)cc1	105	0.2
c1ccc2c(CN3CCN(Cc4c[nH]c5ccccc45)CC3)c[nH]c2c1	103	0.3
CCN(CC)S(=O)(=O)c1ccc(C(=O)NC2=NCCS2)cc1	100	0
O=C(C1CCN(c2ncnc3c2sc2cccc(F)c23)CC1)N1CCCCCC1	104	0.4
CCC(=O)N1c2ccc(S(=O)(=O)CCC(=O)NCc3ccc(OC)cc3)cc2CC1C (configuration not stated)	111	0.6
Cc1ccc(C)c(NC(=O)Cn2c(=O)n(Cc3ccc4c(c3)OCO4)c(=O)c3ccccc32)c1	108	0.7
Cc1ccc(C)c(S(=O)(=O)n2ncc(C#N)c2N)c1	102	0.1
Cc1ccc2oc(=O)n(CCNC(=O)Nc3ccc(C)c(F)c3)c2c1	100	-1.4
CS(=O)(=O)N1CCc2cc(C(=O)OCC(=O)c3ccccc3)ccc21	106	1.6
COc1ccc(CNC(=O)COc2ncnc3ccccc23)cc1	104	0.2
NC(=O)CCn1nc(-c2ccccc2)c2ccccc2c1=O	105	0.7
CCN(CC)C(=O)CSc1nc2c(cc1C#N)CCCC2	104	0.1
COc1ccccc1N1CCN(c2cc(C)nc3nc(-c4ccc(Cl)cc4)nn23)CC1	115	2.4
Cc1noc(C)c1-c1nnc(-c2cccc(Cl)c2)o1	99	-1
N#C/C(=C\c1cc(Br)c(O)c(Br)c1)c1nc2ccccc2c(=O)[nH]1	84	-2.6
O=c1c2ccccc2[nH]c(=S)n1-c1cccc(C(F)(F)F)c1	99	-0.4
COc1ccc2nc(NCc3cccnc3)sc2c1	99	-0.9
Cc1cc(C)c(N2CCCC2C(=O)Nc2cccc(C(F)(F)F)c2)c(C)c1 (configuration not stated)	100	-0.3
COc1ccc(-n2nc(C(=O)NCCc3ccc(OC)c(OC)c3)c3c4ccccc4n(C)c3c2=O)cc1	113	1.4
Cc1ccc(C(=O)N/N=C/c2ccc(O)c(O)c2O)c(C)c1	95	-0.7
CCOc1ccc(CCNC(=O)c2cc3c(=O)n(C)c4ccccc4c3n2C)cc1	105	0.2
CCSc1nc(=O)[nH]c2c1CCC2	101	-0.4
O=C(O)CCCN1C(=O)CNC1=O	102	0.1
S=c1nc(Cc2ccccc2)[nH][nH]1	96	-0.7
CC(C)(c1ccccc1)c1ccc(OCC(=O)NC2CCCC2)cc1	101	0
CC(Sc1ccccc1)C(=O)Nc1ccc(Cl)cc1 (configuration not stated)	103	-0.1
CCCCCn1c(SCC(=O)c2ccccc2)nc2cc(C(=O)NCc3ccco3)ccc2c1=O	102	0.5
CCCOc1ccc(CNC(=S)NCc2ccc(OC(C)C)cc2)cc1	103	0.3
CN=c1scc(-c2cc(OC)ccc2OC)n1/N=C1\CCc2ccccc21	114	1.1
C=C1Cn2c(nnc2-c2ccc(Cl)cc2)S1	104	0
CN(C)S(=O)(=O)c1ccc(S(=O)(=O)N2CCC(O)CC2)cc1	106	1.5
O=C1CC(c2cccc(Oc3ccccc3)c2)NC(=O)N1CN1CCN(c2ccccc2)CC1 (configuration not stated)	103	0.2
COc1ccc(NC(=O)c2cn(-c3ccccc3)nc2SC)cc1	103	0.2
N/C(Cc1cccc2ccccc12)=N\OC(=O)N1CCOCC1	99	-0.7
O=C(O)CC(F)(F)CC(=O)O	97	-0.4
COc1cc(NC(=O)C(CC(C)C)NS(=O)(=O)c2ccc3c(c2)CCN3C(C)=O)cc(OC)c1 (configuration not stated)	107	0.5
CN(C)/N=C/c1ccc(C(=O)NC(=O)C(F)(F)F)o1	98	-0.2
CS(=O)(=O)CCC(C(=O)n1nnc2ccccc21)N1C(=O)c2ccccc2C1=O (configuration not stated)	99	-0.6
O=C(CCS(=O)(=O)c1cccc2nsnc12)NC1CCCC1	98	-0.4

Screening results as filed in PubChem BioAssay.
